Bioassay records: PubChem BioAssay, several laboratories
Tb MetRS inh: T. brucei MetRS inhibitors, primary screen, biochemical, luminescence; methionyl-tRNA synthetase (Trypanosoma brucei brucei); purified T. brucei MetRS, ATP depletion, Kinase-Glo luminescence; inhibition, % at 11.9 µM; actives 0.4% (n = 360,000); AID 624268, 2012;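 active = inhibition above a per-plate cutoff of the control wells' mean inhibition plus 3 SD, cut at about 5.5% in these data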;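 note: 0% = DMSO wells median and 100% = median of wells with control inhibitor compound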
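Dosing: 11.9 µM compound single dose, 0.9% DMSO; Assay system: purified T. brucei MetRS enzyme; Measured by: Kinase-Glo luciferase luminescence reporting remaining unconsumed ATP; Schedule: 15 min plus 2 h at 25 °C.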
MsrA inhibitor: bovine MsrA enzyme inhibitors, primary screen, biochemical, absorbance, HTS; Methionine sulfoxide reductase A (Bos taurus); inhibition, % at 15.5 µM; actives 0.75% (n = 360,000); purified bovine MsrA, absorbance read-out; AID 651718, 2012; in the data active = inhibition above about 4.5%;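 note: 0% = vehicle wells with enzyme and 100% = reference inhibitor wells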
MLLE-PAM2 inh: inhibitors of PABP1 MLLE–PAM2 peptide binding, primary screen, biochemical, fluorescence polarization, FITC-PAM2, GST-MLLE | Polyadenylate-binding protein 1 (Homo sapiens), P11940 | inhibition, % at 20 µM | actives 0.36% (n = 360,000); in the data active = inhibition above about 35%, passing the limit was not always enough;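 note: plate controls were DMSO wells with GST-MLLE for no effect and wells lacking GST-MLLE protein for full effect; some results filed as inactive read as strong as hits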
CSN inh: inhibitors of CSN-mediated cullin deneddylation, primary screen, biochemical, fluorescence polarization, uHTS. COP9 signalosome complex subunit 5 (Homo sapiens), Q92905. Purified CSN, SCF-Nedd8-OG deneddylation. inhibition, % at 12.5 µM. actives 0.38% (n = 360,000). AID 651999, 2013;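 active = pattern-corrected inhibition above about 35%, with an unprinted fluorescence ratio check between 0.5 and 1.5, limit read from the data, passing the limit was not always enough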;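 note: 0% = enzyme with substrate and 100% = substrate without enzyme; some results filed as inactive read as strong as hits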
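assay system = purified human Csn5 enzyme expressed in HEK293T cells | amount = 0.24 nM enzyme | buffer or medium = Tris/NaCl/DTT buffer, pH 7.5 | reagent = 10 nM SCFSkp2-Nedd8OG | compound = one concentration, 12.5 µM, 0.25% DMSO | times = 90 min reaction at room temperature | signal = FP | read-out basis = % inhibition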
Rin1 Abl inh: inhibitors of Rin1-Abl protein binding, primary screen, biochemical, TR-FRET. actives 0.4% (n = 360,000). Tyrosine-protein kinase ABL1 (Homo sapiens) + Ras and Rab interactor 1 (Homo sapiens), …. inhibition, % at 7.35 µM; in the data active = inhibition above about 5%, passing the limit was not always enough
E coli Lon inh: inhibitors of E. coli Lon protease, primary screen, biochemical, fluorescence polarization; inhibition, % at 7.94 µM; purified E. coli Lon protease; P0A9M0; actives 0.42% (n = 360,000); in the data active = inhibition above about 13%, passing the limit was not always enough;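 note: 0% = enzyme with probe and DMSO and 100% = no enzyme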
Target sequence (P0A9M0 whole entry, looked up): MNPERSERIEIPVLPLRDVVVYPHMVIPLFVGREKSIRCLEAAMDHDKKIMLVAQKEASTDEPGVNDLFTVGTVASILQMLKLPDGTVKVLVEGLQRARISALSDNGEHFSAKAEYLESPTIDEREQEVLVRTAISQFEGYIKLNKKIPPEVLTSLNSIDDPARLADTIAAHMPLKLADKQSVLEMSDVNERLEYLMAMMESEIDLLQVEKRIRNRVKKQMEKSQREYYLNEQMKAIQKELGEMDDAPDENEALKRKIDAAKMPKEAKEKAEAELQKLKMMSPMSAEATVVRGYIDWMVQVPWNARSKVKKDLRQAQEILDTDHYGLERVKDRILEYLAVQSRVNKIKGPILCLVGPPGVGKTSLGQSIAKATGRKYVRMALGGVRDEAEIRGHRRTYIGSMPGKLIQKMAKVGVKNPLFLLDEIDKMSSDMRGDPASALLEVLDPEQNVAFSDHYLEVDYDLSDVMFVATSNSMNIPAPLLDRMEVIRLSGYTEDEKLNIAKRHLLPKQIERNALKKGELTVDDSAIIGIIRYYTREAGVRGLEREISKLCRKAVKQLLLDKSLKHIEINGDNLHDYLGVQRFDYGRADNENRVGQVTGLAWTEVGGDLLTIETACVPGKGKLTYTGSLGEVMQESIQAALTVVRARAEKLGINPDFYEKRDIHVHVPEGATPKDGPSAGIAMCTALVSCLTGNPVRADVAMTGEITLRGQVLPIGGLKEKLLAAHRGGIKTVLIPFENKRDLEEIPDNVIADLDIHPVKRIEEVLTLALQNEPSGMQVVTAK
FAS TE block: FAS thioesterase domain inhibitors, primary screen, biochemical, fluorescence intensity, uHTS | inhibition, % at 15 µM | AID 602261, 2012 | recombinant FAS-TE, OMFH fluorogenic substrate, fluorescence endpoint | Fatty acid synthase (Homo sapiens), P49327 | actives 0.67% (n = 360,000);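 active = compounds whose normalised, plate-corrected inhibition of enzyme fluorescence in the single-dose primary screen is 50% or more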;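 note: 0% = DMSO with enzyme and 100% = substrate without enzyme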
Neddylation inh: inhibitors of cullin neddylation, primary screen, biochemical, TR-FRET, uHTS, NAE and Ubc12. NEDD8-conjugating enzyme Ubc12 (Homo sapiens) + NEDD8-activating enzyme E1 regulatory …. calls only at 25 µM. actives 0.58% (n = 360,000). AID 651699, 2012; in the data active = inhibition above about 36%
MsrA act: bovine MsrA enzyme activators, primary screen, biochemical, absorbance, HTS; Methionine sulfoxide reductase A (Bos taurus); purified bovine MsrA, absorbance read-out; activation, % at 10.6 µM; actives 0.3% (n = 360,000); in the data active = activation above about 7.5%;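 note: 0% = vehicle and 100% = reference activator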
* marks the source's active call; other numbers are inactive results; i = inactive; . = no result given.

SMILES | Tb MetRS inh | MsrA inhibitor | MLLE-PAM2 inh | CSN inh | Rin1 Abl inh | E coli Lon inh | FAS TE block | Neddylation inh | MsrA act
O=C(NCC1CCCO1)C1CCN(S(=O)(=O)c2cccc3cccnc23)CC1 (stereo not drawn) | -0.8 | -0.9 | 4 | -5 | -2 | -1 | -6 | i | 3
Cc1cc(NC(=O)CSc2nnc(C3CC3)n2N)c([N+](=O)[O-])cc1C | -0.3 | 0.7 | -12 | 8 | 3 | -7 | -6 | i | -1
C=CCn1c(SCc2csc(-c3ccc(C)cc3)n2)nnc1-c1ccccc1OC | -1.3 | -0.4 | -74 | -2 | 0 | -6 | 5 | i | -14
O=C(CCN1C(=O)/C(=C/c2ccccc2Cl)SC1=S)N1CCCC1 | 0.0 | 0.5 | 38 | -3 | -2 | -6 | 14 | i | -4
COc1ccc(C(=O)NC2CC2)cc1OC1CCN(Cc2ccc(F)c(F)c2)CC1 | 0.2 | -0.3 | 5 | -6 | 4 | -8 | -3 | i | -1
Cc1ccc(N2CCN(C(=O)NC3CCCCC3)CC2)c(C)c1 | -0.3 | -1.2 | -1 | -3 | 4 | -7 | 7 | i | -2
COc1ccccc1N1C(=O)c2ccc(C(=O)Nc3ccccc3O)cc2C1=O | -0.3 | 1.2 | 2 | 0 | 1 | -3 | -24 | i | -2
O=C(COc1ccccc1Cl)NCc1ccncc1 | -0.6 | -0.4 | 0 | 0 | 4 | 2 | -2 | i | 1
Cc1cc(=O)[nH]c(SCCOc2cccc(C(F)(F)F)c2)n1 | -1.0 | 0.4 | -4 | -5 | 6 | -2 | -8 | i | -13
Cc1ccc(NS(=O)(=O)c2ccc(-n3cccn3)cc2)cc1F | -0.2 | -0.6 | -6 | 0 | 2 | -5 | 6 | i | -3
Cc1cnn(-c2cc(Oc3ccccc3)ncn2)c1 | -1.3 | -0.7 | -2 | -8 | -1 | 3 | -5 | i | -12
O=[N+]([O-])c1ccccc1SNc1ccc(Br)cn1 | -0.5 | 0.8 | 22 | 0 | -1 | 7 | 7 | i | -4
Cc1cc(C)n(-c2ccc(C(=O)OCC(=O)Nc3ccccc3F)cc2)n1 | 0.6 | -0.7 | 8 | -1 | -3 | 6 | -1 | i | -2
Cc1ccc(CN2CC(C(=O)Nc3nc(C)cs3)CC2=O)cc1 (stereo not drawn) | 0.0 | 0.9 | -13 | 5 | 4 | -6 | -1 | i | -2
Cc1ccc2nc(COC(=O)c3cnccn3)cc(=O)n2c1 | -0.1 | 0.5 | -11 | -7 | 5 | 2 | -9 | i | -7
CCCCn1nnc(NC(=O)CCC)n1 | 0.2 | -0.1 | 5 | -2 | 5 | 6 | -4 | i | -2
Cc1cc(=O)n(C)c(=O)n1CC(=O)N1CCCCCC1 | -0.5 | 1.2 | 0 | -2 | 1 | -8 | -2 | i | -4
O=C(COc1cccnc1[N+](=O)[O-])N1N=C(c2ccc(Cl)cc2)CC1c1ccco1 (stereo not drawn) | 0.4 | -0.7 | 9 | 3 | -1 | 0 | 19 | i | -3
COc1ccc(C2C(C)C3(O)CC(C#N)(C(=O)N3)C2(C#N)C#N)cc1 (stereo not drawn) | -0.4 | -0.8 | -2 | 8 | -1 | -6 | -8 | i | -3
O=C(CN1CCN(Cc2ccccc2)CC1)NNC(=O)c1ccc(Cl)cc1 | -0.5 | 1.1 | -11 | 3 | -1 | 0 | -9 | i | -7
CCCCn1c(N)c(N(CCOC)C(=O)COC(=O)CSc2cc(C)c3ccccc3n2)c(=O)[nH]c1=O | -0.2 | 1.4 | -3 | -3 | -6 | -1 | -4 | i | -2
Cc1cccc(N(C)C(=O)c2cc(S(=O)(=O)N3CCCCC3)c[nH]2)c1 | -0.1 | -0.7 | 3 | 2 | -1 | 0 | -2 | i | 0
CC1CCN(CCC(=O)NN)CC1 | -1.6 | -0.5 | 1 | -5 | 3 | -7 | -7 | i | -7
CCCCN(CC(=O)NC(C)(C)C)C(=O)C(=O)Nc1ccc2c(c1)OCCO2 | -0.5 | -0.9 | 5 | -4 | 3 | 0 | 1 | i | -5
COc1ccc(/C=N/NC(=O)c2nn(-c3ccc(Cl)cc3)c(=O)c3c(N)scc23)cc1 | -0.6 | 1.1 | 11 | 7 | -4 | 10 | 2 | i | -12
CCOC(=O)N1CCN(C(=O)c2ccc(Cl)nc2)CC1 | -0.1 | 0.2 | -21 | 6 | -2 | -4 | -6 | i | -5
COc1cc(S(=O)(=O)N2CCN(c3ccccc3)CC2)ccc1Cl | 0.4 | 1.8 | -7 | 3 | 1 | -1 | 26 | i | -2
O=C(O)/C=C/c1cccnc1 | 0.6 | -0.8 | 14 | -3 | -3 | -5 | -9 | i | -7
NC(=O)/C=C\c1cn(-c2ccccc2)nc1-c1ccc2c(c1)OCCO2 | -1.3 | -0.4 | 7 | -5 | -1 | -6 | 4 | i | -8
CC(C)OCCCNC(=O)c1cc(-c2cccs2)nc2ccccc12 | 0.6 | 1.0 | 5 | -3 | 2 | -5 | 5 | . | -4
C[C@H](CO)N1C[C@H](C)[C@@H](CN(C)C(=O)Nc2ccc(C(F)(F)F)cc2)Oc2ccc(NC(=O)c3ccncc3)cc2C1=O | -0.1 | -1.2 | -13 | 0 | 1 | -10 | -4 | i | 0
CC1CCCCN1S(=O)(=O)c1cccc2nonc12 (stereo not drawn) | -0.3 | 0.0 | 6 | 0 | -4 | -3 | -3 | i | -3
CCOC(=O)c1cnc2ccc(OCC)cc2c1N(C)Cc1ccccc1 | -0.4 | -2.2 | 1 | -6 | 0 | -8 | 26 | i | -2
COc1ccccc1NC(=S)NN=C(C)c1ccccn1 | -0.6 | 0.5 | 16 | -3 | 0 | 6 | -1 | i | -10
CC(=O)c1cnc2c(C(=O)O)cnn2c1C | -0.8 | -1.1 | 5 | 0 | 3 | -3 | -8 | i | -8
CCn1c(Cc2ccccc2)nnc1SCC(=O)Nc1ccc2c(c1)OCCO2 | -0.6 | -1.2 | 4 | 2 | 1 | -10 | 0 | i | -2
C/C(=C\C=C\c1ccccc1)C(=O)c1c(C)cc(C)[nH]c1=O | -0.6 | 7.4* | 6 | 1 | 1 | -8 | -5 | i | -8
O=C(Nc1ccn(-c2ccccc2)n1)c1ccc(S(=O)(=O)N2CCCCCC2)cc1 | -0.1 | -1.5 | -4 | 2 | -3 | 3 | 16 | i | -2
Cc1nc(N2CCN(c3ccccc3F)CC2)[nH]c(=O)c1C | -0.6 | 0.1 | 3 | 4 | 3 | 2 | -7 | i | -2
CN1CCN(CC(=O)Nc2cc(S(=O)(=O)N3CCOCC3)ccc2Cl)CC1 | -0.2 | -1.1 | -3 | 5 | 1 | 4 | -7 | i | -2
COC(=O)c1cc(S(=O)(=O)NCC(C)c2ccccc2)c[nH]1 (stereo not drawn) | -0.1 | -0.1 | -12 | 0 | -3 | 23 | 1 | i | -1
Cc1nc2c(-c3ccc(F)cc3)c(C)nn2c(C)c1CCC(=O)N1CCN(c2ccccn2)CC1 | -0.8 | 0.6 | -1 | 4 | -1 | -3 | 8 | i | 0
COc1ccc(C(C(=O)Nc2ccc(C(C)C)cc2)N(C)C(=O)CNC(C)=O)cc1 (stereo not drawn) | -0.1 | 0.3 | 1 | 2 | -1 | 1 | 4 | i | -5
CC(O)(c1cccnc1)c1nc(/C=C/c2ccccc2)cs1 (stereo not drawn) | -0.2 | 1.2 | 1 | -4 | -4 | -1 | -2 | i | -3
CCn1cc(C2=NCCO2)c2ccccc21 | -0.2 | -0.1 | 7 | 0 | 0 | -14 | -4 | i | 1
Cc1cc(-c2cc(C(=O)NC3CCCC3)on2)nc(NCC2CC2)n1 | -0.4 | -1.6 | 0 | 3 | 2 | -3 | -8 | i | -2
CCCC[C@@H]1CN=C(N)N1CCc1cc(C(F)(F)F)cc(C(F)(F)F)c1 | -0.6 | -2.7 | -21 | 7 | 4 | -4 | -91 | i | -5
COc1ccc(C=O)cc1OC(=O)N1CCOCC1 | 0.1 | -0.2 | 1 | 1 | -3 | 0 | -7 | i | 0
CC(C)(C)N1CC2([N+](=O)[O-])CN(C(C)(C)C)CC([N+](=O)[O-])(C1)C2 | 0.0 | -0.1 | -8 | 1 | 0 | -10 | 13 | i | 1
CCN(CC)S(=O)(=O)c1ccc(N2CCOCC2)c(NS(=O)(=O)c2cc(C(C)(C)C)ccc2C)c1 | 0.0 | 1.3 | 37 | -6 | -4 | 3 | 16 | i | 0
NC(=O)CCN1CCN(Cc2cn[nH]c2-c2cccc3ccccc23)CC1 | 0.1 | 1.4 | -11 | -4 | 1 | 0 | -1 | i | -3
O=C(COC(=O)CC1CCCC1)Nc1cc2c(cc1Cl)C(=O)c1ccccc1C2=O | -1.1 | -1.1 | -10 | 6 | -1 | -12 | -7 | i | -11
CCN(CC)S(=O)(=O)c1cccc(NC(=O)c2ccc(S(=O)(=O)N3CCCC3)cc2)c1 | -0.3 | 0.1 | 14 | -3 | 0 | 5 | 31 | i | 0
CN1CCN(C(=O)CCN2C(=O)/C(=C\c3ccc(Cl)cc3Cl)SC2=S)CC1 | -0.5 | -0.3 | 31 | 2 | -3 | -5 | 19 | i | -6
Cc1nn(-c2ccncc2)c2c1C(=O)CC(C)(C)C2Br (stereo not drawn) | -0.2 | -1.1 | -25 | -5 | -3 | -7 | -7 | i | -2
Cc1ccc2[nH]c3c(=O)n(CCN4CCNCC4)cnc3c2c1 | 0.2 | 0.6 | -11 | -4 | 5 | -8 | -3 | i | 0
O=C(CN1C(=O)S/C(=C\c2ccccc2Cl)C1=O)NC1C=CS(=O)(=O)C1 (stereo not drawn) | 0.0 | 0.6 | 17 | -1 | 0 | -1 | 2 | i | -1
O=C(OCC(=O)N1CCc2ccccc21)c1ccc(Br)o1 | 0.1 | -0.5 | 9 | -1 | 2 | -5 | 3 | i | -3
Cc1ccc(NC(=O)CN2CCN(CCN=CC3=C(O)CC(C)(C)CC3=O)CC2)cc1 | 0.1 | -0.1 | 2 | 2 | 0 | -12 | -3 | i | -5

An excerpt from above in order of SMILES length, smallest number first:
SMILES | Tb MetRS inh | MsrA inhibitor | MLLE-PAM2 inh | CSN inh | Rin1 Abl inh | E coli Lon inh | FAS TE block | Neddylation inh | MsrA act
O=C(O)/C=C/c1cccnc1 | 0.6 | -0.8 | 14 | -3 | -3 | -5 | -9 | i | -7
Cc1cc(=O)n(C)c(=O)n1CC(=O)N1CCCCCC1 | -0.5 | 1.2 | 0 | -2 | 1 | -8 | -2 | i | -4
COC(=O)c1cc(S(=O)(=O)NCC(C)c2ccccc2)c[nH]1 (stereo not drawn) | -0.1 | -0.1 | -12 | 0 | -3 | 23 | 1 | i | -1
O=C(CN1CCN(Cc2ccccc2)CC1)NNC(=O)c1ccc(Cl)cc1 | -0.5 | 1.1 | -11 | 3 | -1 | 0 | -9 | i | -7
